Assay outcomes as filed in PubChem BioAssay.
CDK5 p35 inh – CDK5/p35 (human) kinase inhibition; Q00535+Q15078; Recombinant CDK5/p35, ADP-Glo luminescence, 60 min; inhibition, % at 10 µM; actives 0.01% (n = 330,000);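 active means highest replicate inhibition of at least 50% and at least 75% of replicates reaching 50%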;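 further: plate controls were DMSO neutral control for no effect and GW8510 at 10 µM for full effect; many of its hits are not listed in these tables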
Target sequence (Q00535 whole entry, looked up): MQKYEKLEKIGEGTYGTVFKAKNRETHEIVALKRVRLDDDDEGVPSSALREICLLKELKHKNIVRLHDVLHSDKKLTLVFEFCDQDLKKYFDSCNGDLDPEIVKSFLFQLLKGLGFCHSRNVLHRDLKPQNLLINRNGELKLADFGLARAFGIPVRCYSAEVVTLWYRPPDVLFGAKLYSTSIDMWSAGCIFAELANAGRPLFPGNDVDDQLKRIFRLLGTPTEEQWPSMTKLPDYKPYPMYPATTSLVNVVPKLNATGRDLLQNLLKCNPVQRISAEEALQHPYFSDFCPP
Target sequence (Q15078 whole entry, looked up): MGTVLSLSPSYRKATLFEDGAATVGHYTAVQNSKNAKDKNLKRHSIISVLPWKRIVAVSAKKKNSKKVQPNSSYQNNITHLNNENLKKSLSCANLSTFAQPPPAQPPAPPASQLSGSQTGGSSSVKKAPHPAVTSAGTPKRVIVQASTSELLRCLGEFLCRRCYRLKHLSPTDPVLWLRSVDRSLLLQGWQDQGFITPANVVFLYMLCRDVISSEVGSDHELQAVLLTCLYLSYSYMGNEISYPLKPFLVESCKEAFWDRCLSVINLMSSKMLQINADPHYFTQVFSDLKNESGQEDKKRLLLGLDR
CAL PDZ FP-1 – inhibitors of human CAL PDZ peptide binding; purified CAL PDZ, TMR-peptide fluorescence polarization, 1 h; inhibition, % at 24.9 µM; actives 0.92% (n = 300,000); AID 602252;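 active means mean inhibition of at least 30% with at least half of replicates also reaching 30%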;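 further: 0% = DMSO neutral control and 100% = excess unlabeled competitor peptide PRC23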
CAL PDZ FP-2 – human CAL PDZ-peptide interaction inhibition. inhibition, % at 20 µM. purified CAL PDZ, TMR-peptide fluorescence polarization, 1 h. AID 504414. actives 0.02% (n = 330,000);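 active means highest replicate inhibition of at least 40%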;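 further: plate controls were DMSO neutral control wells for no effect and unlabeled competitor peptide control wells for full effect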
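Test system: tagged CAL PDZ domain / Buffer or medium: sodium phosphate/NaCl buffer pH 7.4 with TCEP, IgG, Thesit / Reagent: TMR-labelled reporter peptide T*-PRC34 bound in PDZ groove / Compound dosing: single point, 20 µM / Schedule: 1 h incubation at room temperature before polarization reading / Technique: fluorescence polarization (mP) / Benchmarks: unlabelled peptide, DMSO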
Tat export inh – blocks Tat-dependent protein export in E. coli; inhibition, % at 10 µM; actives 0.036% (n = 340,000); E. coli MC4100 TorA-mCherry Tat export, fluorescence;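 active means mean replicate inhibition at least 50% and at least half of replicates individually reaching 50%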;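 further: exported cargo escapes ClpAP degradation while cytoplasmic cargo is degraded and loses fluorescence; 0% = median of neutral control wells and 100% = median of NaSCN control wells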
MITF TRPM1 HTS – increases MITF-driven TRPM1 promoter luciferase signal; SK-MEL-5 TRPM1-promoter luciferase, 24 h; % of positive control, neutral wells = 0; activation, % at 12.5 µM; actives 0.75% (n = 300,000);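 active means mean activation of at least 80% with every replicate also reaching 80%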;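 further: 0% = neutral control wells and 100% = parthenolide positive control wells; values of inactives mirror those of a sister screen read the other way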
dFosB act – enhances mouse delta FosB homodimer DNA binding | actives 0.99% (n = 340,000) | activation, % at 25 µM | P13346 | purified delta FosB, TAMRA-CDK5 oligo fluorescence polarization; percent of positive-control signal above neutral wells;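 active means mean activation above about 17%, with every replicate also reaching it, limit read from the data, passing the limit was not always enough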;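 further: fluorescence polarization rise as delta FosB binds a TAMRA Cdk5 AP-1 oligo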
Wnt bcat act – activates Wnt/beta-catenin signaling in a reporter cell assay; AID 743398; actives 1.2% (n = 300,000); activator, plate reader; activation, % at 9.35 µM; in the data active means activation above about 30%, passing the limit was not always enough;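 further: 0% = neutral control wells and 100% = positive control wells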
Rtt109 Vps75 – blocks Candida albicans Rtt109/Vps75 acetyltransferase activity; inhibition, % at 34.9 µM; actives 0.16% (n = 330,000); Q5AAJ8; purified Rtt109/Vps75, ThioGlo CoA-SH fluorescence, 4 h;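 active means inhibition of at least 50% in every replicate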
Target sequence (Q5AAJ8 whole entry, looked up): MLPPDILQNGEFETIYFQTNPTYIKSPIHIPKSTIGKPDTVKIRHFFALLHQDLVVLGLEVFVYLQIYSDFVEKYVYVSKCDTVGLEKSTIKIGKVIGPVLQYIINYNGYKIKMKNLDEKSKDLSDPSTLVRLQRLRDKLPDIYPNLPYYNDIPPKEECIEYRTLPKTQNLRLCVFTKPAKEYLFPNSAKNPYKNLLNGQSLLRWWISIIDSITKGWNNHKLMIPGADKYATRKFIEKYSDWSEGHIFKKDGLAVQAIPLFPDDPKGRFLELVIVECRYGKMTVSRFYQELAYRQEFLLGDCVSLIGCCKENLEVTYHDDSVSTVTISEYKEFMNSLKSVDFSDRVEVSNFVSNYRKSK
V-ATPase pH – alters yeast V-ATPase proton transport; actives 0.37% (n = 350,000); AID 504577; S. cerevisiae, pHLuorin cytosolic pH fluorescence; response, % at 10 µM; in the data active means response mostly above about 7.3%, no sharp cut-off; inactive means mostly below about 5.4%; further: actives read high; inactives centre near 0; some compounds called inactive have numbers as strong as hits
RTF Ca sens act – increases calcium sensitivity of human cardiac regulated thin filaments | IANBD-labeled TnC RTF fluorescence at EC20 calcium; 0% EC20 calcium, 100% full calcium | activation, % at 7.2 µM | actives 0.24% (n = 340,000) | AID 493008;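 active means activation above the mean over all tested compounds plus 3 SD, cut at about 30% in these data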;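 further: rise in fluorescence read as greater calcium sensitivity of cardiac thin filaments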
* = called active by the depositor; . = no result given.

SMILES	CDK5 p35 inh	CAL PDZ FP-1	CAL PDZ FP-2	Tat export inh	MITF TRPM1 HTS	dFosB act	Wnt bcat act	Rtt109 Vps75	V-ATPase pH	RTF Ca sens act
O=C1C2C(c3ccccc3)CC=CC2[C@H](c2cccc([N+](=O)[O-])c2)N1Cc1ccccc1 (stereo partly specified)	-0.3	-2	-1.0	14	1	0	-3	7	2	-5
O=C(O)/C=C/C(=O)N1Cc2cc3ccccc3nc2C1	-1.7	-4	0.0	-5	-6	-10	1	1	-2	2
Cc1ccc(CNC(=O)C2=NNC(=O)CC2)cc1	-0.7	-5	-2.5	1	-4	3	.	0	-2	6
CN(C)CCCNC(=O)C[C@H]1C[C@H](C(=O)N2CCOCC2)[C@@]2(CCC3CCCC3)c3[nH]c4cc(CCC(=O)N(C)C)ccc4c3CCN2C1=O	2.2	-1	-0.5	-11	8	-2	0	8	2	-1
CCOC(=O)C1CCCCN1S(=O)(=O)c1cc2c(cc1C)NC(=O)CO2 (stereo unspecified)	0.4	.	-1.5	-24	-5	1	0	-16	1	0
CCOC(=O)C1CCN(CC(C)(C)NS(=O)(=O)c2ccccc2)CC1	0.5	-4	-1.1	5	-2	-2	1	-5	4	1
CCCOC(=O)c1ccc(NC(=O)Cc2cccs2)cc1	0.7	-7	-8.0	-4	.	-8	10	3	-2	-3
O=C(O)c1ccc(C=NN=C2c3ccccc3-c3ccccc32)cc1	1.4	-13	-2.8	1	1	-4	4	-2	4	-4
C=CCc1ccc(OCCCNCc2ccccc2)c(OC)c1	-7.8	-3	-0.7	-8	.	-6	2	-3	2	0
CN(C)S(=O)(=O)c1ccc(N2CCCC2)c(C(=O)NCCc2ccc(F)cc2)c1	-1.1	-1	-2.4	-3	-11	-4	1	6	-3	-5
CN1C(=O)N(C)C2(c3ccccc3)Nn3c(s/c(=C/c4ccccc4)c3=O)=NC12c1ccccc1 (stereo unspecified)	-0.1	1	0.1	-15	-9	0	.	10	23*	1
CCN(CC)CCN1C(=O)C(=O)/C(=C(/O)c2c(C)[nH]c(C(=O)OC)c2C)C1c1ccccc1OC (stereo unspecified)	0.3	-2	-0.1	1	-5	7	.	7	4	-2
Cc1cccc(NC(=O)C(=O)NCC2CCCN2S(=O)(=O)c2cccs2)c1C (stereo unspecified)	1.7	3	-1.3	3	-4	-10	5	2	1	3
O=C(O)CSc1nnc(COc2cccc3cccnc23)n1-c1ccc(Cl)cc1	0.6	-3	-0.8	-12	-3	7	-1	4	1	-4
O=C(CSc1nc2ccccc2[nH]1)Nc1cccc(S(=O)(=O)N2CCOCC2)c1	5.5	2	0.3	-4	-7	-16	-2	9	-3	1
Cc1ccc(C2N(C)c3ccccc3-c3nc4ccccc4n32)o1 (stereo unspecified)	-0.2	6	-1.0	-2	.	1	-3	-75	0	1
O=C(Nc1ccccc1)N(Cc1ccc(Cl)cc1)CC(O)C(F)(F)F (stereo unspecified)	-0.8	.	-2.3	-7	-3	-7	.	11	-2	-4
Fc1ccc2nc(Nc3nc4cc5c(cc4s3)OCO5)sc2c1	-2.2	-3	-1.9	-2	54	-5	.	-8	-7	10
CC(C)(C)C(=O)CN1C(=O)NC2(CCc3ccccc32)C1=O (stereo unspecified)	-0.4	-12	1.3	-1	-3	0	-3	-6	-1	3
Cc1ccc(C(=O)OCC(=O)NCCNC(=O)COC(=O)c2ccc(C)o2)o1	1.7	-2	-0.2	-6	-6	5	2	2	1	-2
CCN(CC)C(=O)CN(c1ccc(F)c(Cl)c1)S(C)(=O)=O	-0.2	8	0.4	-6	-4	-2	0	20	-5	-3
CCCNC(=O)C/C(C)=N/NC(=O)C(=O)Nc1ccccn1	-5.6	.	-0.4	38	.	-3	-1	-6	-4	10
CC(Oc1ccccc1)C(=O)N1CCN=C1SCc1ccccc1F (stereo unspecified)	-0.7	26	-1.8	0	9	-1	0	-8	0	2
COc1ccc(Cl)cc1C(=O)Nn1c(C)nc2ccccc2c1=O	0.6	-2	-1.7	4	-1	-2	-7	7	3	2
COc1ccc(C2CC2C(=O)c2ccccn2)cc1 (stereo unspecified)	-0.7	-1	-0.1	1	59	-5	28	0	-4	2

One compound at a time, as listed above. Order of values: CDK5 p35 inh | CAL PDZ FP-1 | CAL PDZ FP-2 | Tat export inh | MITF TRPM1 HTS | dFosB act | Wnt bcat act | Rtt109 Vps75 | V-ATPase pH | RTF Ca sens act
Record of O=C(O)c1ccc(C=NN=C2c3ccccc3-c3ccccc32)cc1 → 1.4 | -13 | -2.8 | 1 | 1 | -4 | 4 | -2 | 4 | -4
Record of CC(C)(C)C(=O)CN1C(=O)NC2(CCc3ccccc32)C1=O (stereo unspecified) → -0.4 | -12 | 1.3 | -1 | -3 | 0 | -3 | -6 | -1 | 3

(cont.)
SMILES	CDK5 p35 inh	CAL PDZ FP-1	CAL PDZ FP-2	Tat export inh	MITF TRPM1 HTS	dFosB act	Wnt bcat act	Rtt109 Vps75	V-ATPase pH	RTF Ca sens act
CCOc1cc(S(=O)(=O)N(CC)CC)ccc1Br	-0.6	-2	-0.1	-6	4	-6	.	23	-4	1
CCN(CC(=O)c1c(N)n(C)c(=O)n(C)c1=O)c1cccc2ccccc12	-1.4	-1	-0.2	10	-16	-15	-5	-9	-6	-18
Nc1c(C(=O)N2CCCC2)sc2nc(-c3ccccc3)ccc12	0.5	-7	0.5	0	103*	-11	49*	-5	-2	-9
O=C(CN1CCCCC1CO)c1ccc(OC(F)F)cc1 (stereo unspecified)	4.4	-1	-3.4	-8	0	-7	-2	8	-1	6
CCCc1[nH]n(-c2nc3ccccc3s2)c(=O)c1C=NCC(C)C	-0.2	-6	-2.9	11	4	-13	.	2	-3	7
c1ccc(NC(c2ccccc2)c2ccncc2)cc1 (stereo unspecified)	-0.9	0	3.9	5	.	0	0	-4	5	-2
Cc1ccc(C(C(=O)NC2CCCC2)N2CCc3ccccc32)cc1 (stereo unspecified)	-6.9	1	-0.9	0	9	-1	1	-10	6	10
CCn1c(O)c(C2=NCCCC2)c2ccccc21	1.2	1	-1.0	2	2	-7	2	28	-5	-5
CCCNC1(C(N)=O)CCN(Cc2ccccc2)CC1	10	-2	-0.1	2	-8	-12	-4	17	-5	-1
CCC1(CC)Nc2ccccc2C(=O)N1c1ccc(OC)cc1	-0.3	.	-0.7	-6	42	4	53*	-8	-2	3
CCOc1ccc2oc(C(=O)NCc3ccccc3CN3CCCC3)c(C)c2c1	-0.8	.	-1.2	1	-3	-2	4	5	-2	-2
NS(=O)(=O)c1ccc2nc(NC(=O)Nc3ccc(F)cc3)sc2c1	1.2	-5	-0.9	-9	38	-6	17	27	-1	4
COc1ccc2cc(C(=O)OC(C)C)sc(=O)c2c1OC	-2.8	-2	-1.3	-3	39	-11	.	11	4	0
COc1ccc(N(CC(=O)N2CCN(Cc3ccccc3)CC2)S(C)(=O)=O)cc1	-0.9	-6	-0.7	5	-6	1	3	-5	-1	-4
CN=c1sc2c(n1C)C(=O)c1ccccc1C2=O	-2.4	3	0.7	-5	-92	0	-4	-2	-2	-4
NC(C(=O)O)C1ON=C(Cl)C1O (stereo unspecified)	-1.6	.	-7.5	-7	-26	4	2	0	7	-2
COc1cc2c(cc1Cl)/C(=C\CCN(C)C)c1ccccc1S2	0.3	-4	-6.0	2	12	10	-4	-6	-2	0
Cc1c(NC(=O)c2ccc(NS(=O)(=O)c3ccc(F)c(F)c3)cc2)c(=O)n(-c2ccccc2)n1C	0.2	-2	0.5	1	6	1	0	-7	-4	0
COc1cc(-c2nnc(SCC(=O)OC3CCCCC3)o2)cc(OC)c1OC	-1.6	-1	-0.6	-9	-14	-14	0	59*	6	0
CN1CCCN(S(=O)(=O)c2ccc(O)c(C(=O)O)c2)CC1	0.8	-1	0.1	3	-10	0	-3	0	-8	2
O=C1C(Cl)=C(N2CCCCC2)C(=O)C(Cl)=C1c1cnc(N2CCCCC2)s1	2.9	-2	3.3	-8	-101	-8	.	35	5	-6
Cc1onc(-c2c(F)cccc2Cl)c1C(=O)NC(C)c1ccccc1 (stereo unspecified)	1.6	-12	-0.9	-6	-12	-7	-3	4	10	-3
N#Cc1c(NC(=O)CSc2ncccn2)oc(-c2ccccc2)c1-c1ccccc1	1.9	1	-3.3	6	-16	-11	.	6	3	-3
O=c1cc(-c2ccccc2)c2cc(Cl)ccc2[nH]1	0.6	-3	.	15	-20	15	3	2	-1	-3
CCC(C(=O)NCc1ccc(C)o1)n1nc(C)c2c(C)n(-c3ccccc3)nc2c1=O (stereo unspecified)	1.2	1	-0.5	8	-9	-3	-4	21	3	-7
COc1ccc(CNC(=O)c2c([S-])n(-c3ccc(C)cc3)c3cccc[n+]23)cc1	4.1	-4	-3.1	6	2	-2	-2	-9	-3	6

Among those listed so far, 10 have an aryl methoxy group:
SMILES	CDK5 p35 inh	CAL PDZ FP-1	CAL PDZ FP-2	Tat export inh	MITF TRPM1 HTS	dFosB act	Wnt bcat act	Rtt109 Vps75	V-ATPase pH	RTF Ca sens act
C=CCc1ccc(OCCCNCc2ccccc2)c(OC)c1	-7.8	-3	-0.7	-8	.	-6	2	-3	2	0
CCN(CC)CCN1C(=O)C(=O)/C(=C(/O)c2c(C)[nH]c(C(=O)OC)c2C)C1c1ccccc1OC (stereo unspecified)	0.3	-2	-0.1	1	-5	7	.	7	4	-2
COc1ccc(Cl)cc1C(=O)Nn1c(C)nc2ccccc2c1=O	0.6	-2	-1.7	4	-1	-2	-7	7	3	2
COc1ccc(C2CC2C(=O)c2ccccn2)cc1 (stereo unspecified)	-0.7	-1	-0.1	1	59	-5	28	0	-4	2
CCC1(CC)Nc2ccccc2C(=O)N1c1ccc(OC)cc1	-0.3	.	-0.7	-6	42	4	53*	-8	-2	3
COc1ccc2cc(C(=O)OC(C)C)sc(=O)c2c1OC	-2.8	-2	-1.3	-3	39	-11	.	11	4	0
COc1ccc(N(CC(=O)N2CCN(Cc3ccccc3)CC2)S(C)(=O)=O)cc1	-0.9	-6	-0.7	5	-6	1	3	-5	-1	-4
COc1cc2c(cc1Cl)/C(=C\CCN(C)C)c1ccccc1S2	0.3	-4	-6.0	2	12	10	-4	-6	-2	0
COc1cc(-c2nnc(SCC(=O)OC3CCCCC3)o2)cc(OC)c1OC	-1.6	-1	-0.6	-9	-14	-14	0	59*	6	0
COc1ccc(CNC(=O)c2c([S-])n(-c3ccc(C)cc3)c3cccc[n+]23)cc1	4.1	-4	-3.1	6	2	-2	-2	-9	-3	6
